Screens from PubChem BioAssay.
GLP-1R inv ag: GLP-1 receptor (human) inverse agonism. P43220. HEK293 GLP-1R CRE-luciferase, luminescence, 24 h; GLP-1R form is constitutively active. Potency, µM (top dose mostly 38.3 µM), for inactives: top-dose activity change, negative = inhibition, usual class: inhibitors. actives 1.6% (n = 410,000). AID 624417; note: % is set by controls: 0 for no effect and ±100 for the full control effect; nearly all actives have a fitted effect of over 55% in size
Target sequence (P43220 whole entry, looked up): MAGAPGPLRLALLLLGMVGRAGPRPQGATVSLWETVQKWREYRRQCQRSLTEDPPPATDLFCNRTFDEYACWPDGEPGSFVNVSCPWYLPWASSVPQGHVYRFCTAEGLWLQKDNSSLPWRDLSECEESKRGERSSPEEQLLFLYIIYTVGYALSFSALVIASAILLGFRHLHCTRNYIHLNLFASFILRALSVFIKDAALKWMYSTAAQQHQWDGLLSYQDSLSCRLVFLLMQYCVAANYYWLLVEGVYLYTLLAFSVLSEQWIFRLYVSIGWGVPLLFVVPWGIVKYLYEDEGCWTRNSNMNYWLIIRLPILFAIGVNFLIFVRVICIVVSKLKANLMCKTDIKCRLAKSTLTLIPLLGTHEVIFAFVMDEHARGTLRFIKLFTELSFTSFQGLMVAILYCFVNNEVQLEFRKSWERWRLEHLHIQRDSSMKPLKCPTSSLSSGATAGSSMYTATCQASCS
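Using stably transfected HEK293 (constitutively active GLP-1R, cAMP-luciferase reporter), compounds were incubated 24 hr and luciferase measured by luminescence.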
GLP1R ag: activates the human GLP-1 receptor; P43220; HEK293 GLP-1R CRE-luciferase, luminescence, 4-6 h; cells express a hypersensitive GLP-1R form; Potency, µM (series often up to 45.6 µM), without a hit: at the top dose activation, actives largely listed as activators; actives 0.007% (n = 380,000); AID 624172; note: % of control where 0% means no effect
HT1080-NT tox: kills 2HG-producing HT-1080-NT fibrosarcoma cells. actives 1.6% (n = 360,000). HT-1080-NT fibrosarcoma viability, CellTiter-Glo ATP luminescence, 48 h. Potency, µM (series often up to 46.1 µM), inactives show at the top dose activity, negative = less viability, most hits filed as cytotoxic. AID 686970;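 note: NT is the 2HG producing partner of a matched IDH1 knockdown line; 0% = DMSO-treated cells and -100% = media-only wells without cells; nearly all actives have a fitted effect of over 55% in size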
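750 cells/well, RPMI + 5% FBS; 2 h settle, compound pin-transfer, 48 h at 37 degrees C. CellTiter-Glo 10 min RT, luminescence. Normalized to DMSO and media-only wells.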
TDP43 rescue: TDP-43 toxicity inhibition in yeast. TDP-43 expressing yeast growth rescue, BacTiter-Glo, 24 h. Potency, µM (titrated, usually from 46.1 µM), for inactives: top-dose growth rescue (activation), usual class: activators. actives 1.8% (n = 410,000). AID 652104; note: % of control where 0% means no effect; nearly all actives have a fitted effect of over 50% in size
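Cell-based yeast growth screen: TDP-43 expression induced in galactose, inoculum OD600=0.02 after raffinose pregrowth to mid-log. Read-out BacTiter-Glo luminescence at 24 hr, 30 deg C; inhibition of toxicity seen as signal increase.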
KB-V1 cytotox: kills drug-selected multidrug resistant KB-V1 cells | Potency, µM (series often up to 46.1 µM), for the others: at the highest dose activity change, negative = cytotoxicity, hits mostly cytotoxic | KB-V1 MDR cells viability, CellTiter-Glo, 72 h | actives 3.4% (n = 400,000) | AID 1347076; note: % is set by controls: 0 for no effect and ±100 for the full control effect; nearly all actives have a fitted effect of over 60% in size
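Following 72 h at 37 degrees C with compound, KB-V1 cell viability was read by CellTiter-Glo luminescence, medium being phenol-red-free DMEM plus 10% FBS; concentration-response parameters came from normalized, curve-fitted qHTS data.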
GLP1R cytotox: cytotoxicity in counter-screen for GLP-1R inverse agonists | HEK293 cAMP-luciferase reporter cells, luminescence, 24 h | Potency, µM (series often up to 38.3 µM), without a hit: at the highest dose activity change, negative = inhibition, hits mostly inhibitors | actives 0.13% (n = 410,000) | AID 624418;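 note: loss of luciferase light is scored as toxicity; % is set by controls: 0 for no effect and ±100 for the full control effect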
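Cells in DMEM/10% Nu serum/1% pen-strep, 1536-well format. Pre-incubated 12 h, dosed with 23 nL compound, incubated a further 24 h. Luciferase detection, 12 min at room temp, luminescence.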
SW480 rereplic: DNA re-replication induction in SW480 cells | SW480 DNA re-replication, Hoechst DNA content imaging, 48 h | Potency, µM (doses to about 46.1 µM), inactives show at the top dose re-replication activation, hits mostly activators | actives 1.8% (n = 340,000) | AID 624297; note: % of control where 0% means no effect; nearly all actives have a fitted effect of over 55% in size
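250 cells/well; 23 nL cpd via pin tool; 48 hr, 37 C, 5% CO2; Hoechst 40 min; imager read of total nuclear intensity, ex 405/em 500-530 nm.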
HT1080 IDH1KD tx: HT-1080 IDH1 knockdown cell toxicity (counter line) | Potency, µM (series often up to 46.1 µM), for inactives: top-dose activity, negative = toxicity, most hits filed as cytotoxic | HT-1080 IDH1 knockdown viability, ATP luminescence, 48 h | actives 2% (n = 360,000);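 note: 0% = DMSO wells and -100% = cell-free medium wells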
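Luminescent ATP read-out (CellTiter-Glo, 10 min at room temperature) after 48 h compound exposure at 37 °C gave viability of IDH1-knockdown HT-1080 cells. Activity was normalised to DMSO and cell-free wells, then fitted as concentration-response curves.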
KB-3-1 tox: kills parental KB-3-1 adenocarcinoma cells; KB-3-1 viability, CellTiter-Glo ATP luminescence, 72 h; Potency, µM (series often up to 46.1 µM), inactives show at the highest dose activity change, negative = cytotoxic, most hits filed as cytotoxic; actives 1.4% (n = 400,000); AID 1347075; note: % is set by controls: 0 for no effect and ±100 for the full control effect; nearly all actives have a fitted effect of over 60% in size
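Cytotoxicity measured as CellTiter-Glo luminescence after 72 h at 37 C. Compound titrations were pinned onto drug-naive KB-3-1 parental adenocarcinoma cells grown in DMEM with 10% FBS, and normalized data fitted to concentration-response curves.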
An asterisk follows results filed as active; ? = inconclusive; · = no result given; [ ] = remark or other dose. Calls come from the whole dose curve; as a rule, active = well fitted curve in the direction sought with a large enough effect; inconclusive = small, poorly fitted or top-dose-only effect, or another doubt; inactive = no such curve, though single readings can be large; an effect the other way counts as inactive or inconclusive. Potency is the fitted concentration of half-maximal effect. This is a subset; the hit share may differ from the screen's.

Molecule,GLP-1R inv ag,GLP1R ag,HT1080-NT tox,TDP43 rescue,KB-V1 cytotox,GLP1R cytotox,SW480 rereplic,HT1080 IDH1KD tx,KB-3-1 tox
O=C1CCCC2=C1C(c1ccccc1)C1C(=O)c3ccccc3C1=N2 (stereo unspecified),-29%,4%,-21%,1%,?,?,-2%,-19%,?
CN(Cc1ccccc1)C(=C(Cl)Cl)/C(=C1/NCCN1Cc1ccc(Cl)nc1)[N+](=O)[O-],-29%,-1%,-4%,-12%,-8%,-12%,-1%,6%[9.24 µM],7%
C=CCn1c(O)c(C(C)=NCCCn2ccnc2)c(=O)[nH]c1=O,20%,13%,1%,-7%,3%,6%,-5%,21%,0%
C#C[C@@]1(O)CCC2C3CCC4=C/C(=N/OCC(=O)NC(CCC(N)=O)C(=O)O)CC[C@]4(C)C3CC[C@@]21C (stereo partly specified),10%,0%,7%,15%,17%,3%,-2%,0%,3%
CCNC(=O)COc1ccc(/C=C2\COc3ccccc3C2=O)cc1OC,?,-7%,?,?,-16%,?,?,26µM*,-24%
CC(Cc1ccccc1)NC(=O)/C=C/C(=O)O (stereo unspecified),0%,-2%,26%,1%,4%,-3%,-7%,20%,7%
C/C(=N\NC(=S)Nc1ccccc1)c1c(O)n(C)c(=O)n(C)c1=O,26%,-6%,4%,0%,15%,5%,2%,2%,22%
O=c1[nH]c2ccccc2n1C1CCN(C(c2nnnn2C2CCCCC2)C2CC2)CC1 (stereo unspecified),-15%,7%,-27%,?,-21%,-15%,·,-20%,-1%
O=C(c1ccc(Cl)cc1)c1cn(Cc2ccccc2)c2cc3c(cc2c1=O)OCCO3,?,·,·,7%,-14%,-15%,·,·,4%
Cc1cc(NC(=O)CCl)no1,1%,-3%,?,-10%,?,-24%,?,?,?
O=C(Nc1ccc(-c2cn3ccsc3n2)cc1)c1ccc(F)c(S(=O)(=O)N2CCOCC2)c1,?,-26%,-7%,-10%,?,?,3%,-15%,?
N#Cc1c([N+](=O)[O-])cc([N+](=O)[O-])cc1S(=O)(=O)Cc1ccccc1,?,-37%[inhibitor],21µM*,11µM*,?,?,5.2µM*,2.9µM*,23µM*
COC(=O)C12CCc3c(ccc4cc(OC)ccc34)C1=CC(=O)C2 (stereo unspecified),87%[activator],4%,12%,?,21µM*,187%[activator],14%,2%,?
O=C1NC(=O)N(Cc2ccccc2Cl)C(=O)/C1=C/N1CCOCC1,-6%,-9%,5%,7%,0%,-5%,-7%,1%,-7%
COc1ccc(S(=O)(=O)N2CCN(C(=O)c3ccc(COc4ccccc4)o3)CC2)cc1,?,2%,-17%,5%,?,-12%,·,-14%,?
O=c1[nH]c(=O)n(Cc2ccccc2)c(O)c1/C=N/NCCO,-6%,-10%,4%,-19%,23%,4%,14%[9.22 µM],3%,26%
O=C1N[C@@H](Cc2ccccc2)C(=O)N2[C@H]3Nc4ccccc4[C@@]3([C@]34C[C@H]5C(=O)N[C@@H](Cc6ccccc6)C(=O)N5[C@H]3Nc3ccccc34)C[C@@H]12,?,-5%,-8%,4%,0%,10%,-12%,-8%,-4%
CC(C)c1cc(Br)c(NC(=O)Nc2cccnc2)c(Br)c1,0%,3%,4%,2%,-5%,1%,5%,2%,-1%
COc1ccc(CN2CCN(C(=O)Cn3c(=O)oc4cc(Cl)ccc43)CC2)c(OC)c1OC,?,-4%,-4%,-13%,-1%,2%,19%,-21%,-8%
Cc1c(Cl)ccc2sc(N3CCN(C(=O)CCS(=O)(=O)c4ccc(F)cc4)CC3)nc12,?,·,·,18µM*,-27%,-2%,·,·,?
Cc1cc(=O)[nH]c(CCl)n1,3%,-1%,3%,-24%,4%,-12%,12%,-1%,-4%
N#CCCn1cc(C(=O)Nc2ccc(F)cc2)c(-c2ccccc2)n1,10%,4%,-1%,2%,21%,6%,-5%,-1%,8%
CC1CN1P1(=O)OCC(C)([N+](=O)[O-])CO1 (stereo unspecified),3%,-2%,10%,14%,-1%,0%,-3%,6%,12%
CCN(CC)C(=O)c1ccc(NC(=O)c2cc(S(=O)(=O)N3CCCCCC3)ccc2OC)cc1,?,15%,-12%,-8%,-12%,2%,-510%[inhibitor],-12%,4%

Reprinted from the part before: 2 compounds; new compounds follow.
Molecule,GLP-1R inv ag,GLP1R ag,HT1080-NT tox,TDP43 rescue,KB-V1 cytotox,GLP1R cytotox,SW480 rereplic,HT1080 IDH1KD tx,KB-3-1 tox
CC1CN1P1(=O)OCC(C)([N+](=O)[O-])CO1 (stereo unspecified),3%,-2%,10%,14%,-1%,0%,-3%,6%,12%
CCN(CC)C(=O)c1ccc(NC(=O)c2cc(S(=O)(=O)N3CCCCCC3)ccc2OC)cc1,?,15%,-12%,-8%,-12%,2%,-510%[inhibitor],-12%,4%
CN1C(=O)c2ccccc2Sc2ccc(NC(=O)NCc3ccc(Cl)cc3)cc21,?,·,·,11%,-23%,1%,·,·,?
CCc1cc(=O)[nH]c(SCCCF)n1,-3%[7.66 µM],5%,-3%,-10%[9.22 µM],22%,0%[7.66 µM],-3%,15%,0%
O=c1cccc2n1CC1CC2CN(CC(O)CN2CC3CC(C2)c2cccc(=O)n2C3)C1 (stereo unspecified),22%,-4%,24%,-2%,24%,4%,-7%,15%,0%
COc1ccccc1CN1CCC(n2nccc2NC(=O)CCOc2ccccc2)CC1,?,-3%,1%,12%,?,?,-28%,-4%,-7%
COc1ccccc1CC1C(=O)C2CCN1CC2 (stereo unspecified),4%,2%,9%,15%,-3%,9%,-4%,14%,10%
COC(=O)C1=C(c2c(C)noc2C)C[C@@H]2CC[C@H]1N2C(=O)NCCCOC(C)C,4%,5%,14%,0%,9%,-2%,-2%,8%,26%
C=CCn1c(O)c(/C=N/N2CCCCC2)c(=O)[nH]c1=O,-7%,1%,13%,-10%,4%,7%,-4%,-1%,?
Cc1ccc(CN2CC3CC(C2)c2cccc(=O)n2C3)cc1 (stereo unspecified),-15%,-1%,?,-9%,?,-2%,0%,?,-4%
COC/C=C1\CN2C3C[C@@H]1[C@H]1COC4=Nc5cc(OC)c(OC)c(OC)c5[C@@]43C[C@@H]12,2%,0%,0%,3%,0%,1%,?,-1%,0%
CN1CCN(P(=O)(c2ccccc2)c2nc3ccccc3s2)CC1 (stereo unspecified),0%,-1%,1%,-13%,?,?,-3%,-6%,1%
CC(O)(CS(=O)(=O)c1ccccc1)C(=O)Nc1ccc(C(F)(F)F)cc1 (stereo unspecified),0%,0%,?,-18%,15µM*,8%,-5%,-22%,1%
Cc1cc(/C=C2\C(=O)NC(=O)N(c3ccccc3)C2=O)c(C)n1-c1ccc(C(=O)O)c(Cl)c1,-5%,-1%,2%,-6%,15%,-10%,1%,-2%,-1%

A run of entries from the list above, as a working copy:
Molecule,GLP-1R inv ag,GLP1R ag,HT1080-NT tox,TDP43 rescue,KB-V1 cytotox,GLP1R cytotox,SW480 rereplic,HT1080 IDH1KD tx,KB-3-1 tox
CN1C(=O)c2ccccc2Sc2ccc(NC(=O)NCc3ccc(Cl)cc3)cc21,?,·,·,11%,-23%,1%,·,·,?
CCc1cc(=O)[nH]c(SCCCF)n1,-3%[7.66 µM],5%,-3%,-10%[9.22 µM],22%,0%[7.66 µM],-3%,15%,0%
O=c1cccc2n1CC1CC2CN(CC(O)CN2CC3CC(C2)c2cccc(=O)n2C3)C1 (stereo unspecified),22%,-4%,24%,-2%,24%,4%,-7%,15%,0%
COc1ccccc1CN1CCC(n2nccc2NC(=O)CCOc2ccccc2)CC1,?,-3%,1%,12%,?,?,-28%,-4%,-7%
COc1ccccc1CC1C(=O)C2CCN1CC2 (stereo unspecified),4%,2%,9%,15%,-3%,9%,-4%,14%,10%

Going on with the list.
Molecule,GLP-1R inv ag,GLP1R ag,HT1080-NT tox,TDP43 rescue,KB-V1 cytotox,GLP1R cytotox,SW480 rereplic,HT1080 IDH1KD tx,KB-3-1 tox
COC(=O)C1=C(c2c(C)noc2C)C[C@@H]2CC[C@H]1N2C(=O)N1CCC(C)CC1,-8%,-5%,23%,28%,-4%,-20%,-17%,22%,9%
CCCCn1c(C)c(C(=O)OCC)c2c(CN3CCCC3)c(O)ccc21,?,1%,?,-7%,5%,-26%,?,-30%,?
COc1ccc(-c2nn(CCC#N)cc2C(=O)NCc2ccccc2)cc1[N+](=O)[O-],37%[activator],16%,-1%,16%,0%,7%,-5%,-1%,-2%
CCN(CC)C(=O)Cn1cc(C=C2C(=O)N(C)C(=O)N(C)C2=O)c2ccccc21,57%[activator],1%,12%,-17%,6%,-2%,-6%,14%,5%
